# Screens deposited in PubChem BioAssay by The Scripps Research Institute Molecular Screening Center.
# ARFGAP1 inh: inhibitors of rat ARFGAP1 GAP activity, primary screen, biochemical, fluorescence polarization, GDP tracer. Arfgap1-stimulated ARF1 GTP hydrolysis, GDP FP detection. AID 651572, 2012. 0.26% of 360,000 active. inhibition, % at 16.5 µM;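 active = inhibition above a per-plate limit, mean inhibition of low control wells plus 3 SD, cut at about 25% in these data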;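 also: 0% = DMSO wells with enzyme and 100% = wells lacking Arfgap1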
# Target sequence (Q62848 1-136 limits assumed): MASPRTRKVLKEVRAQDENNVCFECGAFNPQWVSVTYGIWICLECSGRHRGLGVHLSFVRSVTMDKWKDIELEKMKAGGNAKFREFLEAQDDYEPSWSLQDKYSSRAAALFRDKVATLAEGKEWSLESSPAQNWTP
#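 Material: rat Arfgap1 catalytic domain, aa 1-136; also added: human ARF1(Δ1-17)-GTP substrate; compound dosing: one concentration, 16.5 µM, DMSO 1.26%; incubation: GTP hydrolysis reaction 2 h at 25 °C; measured by: Tracer-displacement fluorescence polarization with EDTA stop, 620/688 nm; evaluation: % inhibition from polarization; repeats: one replicate per compound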
# KLK7 zymogen act: proKLK7 zymogen activators, primary screen, biochemical, fluorescence intensity; Kallikrein-7 (Homo sapiens), P49862; purified proKLK7, EDANS-DABCYL substrate fluorescence; 100% is mature enzyme control, 0% vehicle; activation, % at 7 µM; 0.9% of 370,000 active;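 active = activation above the mean of all tested compounds plus 3 SD, computed per campaign excluding outliers beyond control limits, cut at about 13% in these data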
# Target sequence (P49862 whole entry, looked up): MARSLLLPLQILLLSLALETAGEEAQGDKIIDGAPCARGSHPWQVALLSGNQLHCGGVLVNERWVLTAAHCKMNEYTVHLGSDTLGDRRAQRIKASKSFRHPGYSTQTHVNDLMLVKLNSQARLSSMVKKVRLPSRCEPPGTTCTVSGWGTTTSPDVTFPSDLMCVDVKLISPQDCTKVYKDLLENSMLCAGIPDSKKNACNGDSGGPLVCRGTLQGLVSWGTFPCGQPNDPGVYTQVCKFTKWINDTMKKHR
# ADAM17 inh: ADAM17 inhibitors, primary screen, biochemical, QFRET; recombinant ADAM17, EDANS/DABCYL FRET peptide cleavage; Disintegrin and metalloproteinase domain-containing protein 17 (Homo sapiens), P78536; inhibition, % at 6.95 µM; 0.83% of 370,000 active;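 active = inhibition above the mean of compounds lying between control limits plus 3 SD, set per campaign, cut at about 8.5% in these data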;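 also: 0% = DMSO-only wells as the low control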
# DDE Tn6 FP inh: inhibitors of Tn6 peptide binding to fibrin DD(E), primary screen, biochemical, fluorescence polarization, human fibrin, Tn6 probe | Fibrin DD(E) TRITC-Tn6 fluorescence polarization displacement | AID 720509, 2013 | 0.21% of 370,000 active | inhibition, % at 8.3 µM | Fibrinogen beta chain (Homo sapiens), P02675;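 active = inhibition above a per-campaign cutoff: mean of compounds within control limits plus 3 SD, cut at about 15% in these data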;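 also: 0% = median of all compound wells on the plate and 100% = blocking peptide control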
# Target sequence (P02675 whole entry, looked up): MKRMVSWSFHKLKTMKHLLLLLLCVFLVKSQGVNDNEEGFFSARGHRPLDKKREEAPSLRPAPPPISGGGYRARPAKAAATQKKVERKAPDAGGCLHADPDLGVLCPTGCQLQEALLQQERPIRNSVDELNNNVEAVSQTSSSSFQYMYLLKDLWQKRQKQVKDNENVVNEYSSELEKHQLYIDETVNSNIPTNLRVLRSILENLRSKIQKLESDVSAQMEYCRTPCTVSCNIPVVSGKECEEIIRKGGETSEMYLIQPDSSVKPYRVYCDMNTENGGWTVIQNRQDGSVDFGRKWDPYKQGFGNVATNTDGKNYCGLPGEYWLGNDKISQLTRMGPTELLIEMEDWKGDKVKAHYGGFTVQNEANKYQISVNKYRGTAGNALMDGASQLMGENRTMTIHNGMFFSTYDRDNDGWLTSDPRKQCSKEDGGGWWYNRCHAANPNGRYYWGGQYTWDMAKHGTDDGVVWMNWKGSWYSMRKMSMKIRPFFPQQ
# LEDGF integ inh: blockers of LEDGF/p75-dependent integrase strand transfer – biochemical, TR-FRET, high throughput, primary screen. HIV-1 integrase (with human LEDGF/p75). TR-FRET IN-LEDGF/p75 DNA integration, Eu/Cy5. inhibition, % at 3.7 µM. 0.64% of 370,000 active. AID 743269, 2014;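 active = inhibition above the screen-wide mean plus 3 SD, cut at about 13% in these data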;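 also: signal is the Cy5 over europium emission ratio at 671 and 618 nm; 0% = plate median of compound wells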
# ASAP1 inh: inhibitors of human ASAP1 ArfGAP activity, primary screen, biochemical, fluorescence polarization; ASAP1-stimulated ARF1 GTP hydrolysis, GDP FP detection; inhibition, % at 16.5 µM; 0.19% of 360,000 active; AID 624377, 2012; in the data active = inhibition above about 25%;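 also: 0% = vehicle with enzyme and substrate and 100% = no enzyme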
# TDP2 absorb: human TDP2 enzyme inhibitors, primary screen, biochemical, epi absorbance, recombinant enzyme; inhibition, % at 12.8 µM; Tyrosyl-DNA phosphodiesterase 2 (Homo sapiens), O95551; T5PNP hydrolysis, p-nitrophenol absorbance 415 nm; 0.34% of 370,000 active;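 active = inhibition above the mean of all tested compounds plus 3 SD, set per campaign, cut at about 25% in these data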;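 also: 0% = DMSO with enzyme and 100% = buffer with substrate but no TDP2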
#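 Test system: human TDP2 enzyme; Input: 120 nM TDP2 per well; Buffer or medium: Mg2+-containing Tris-HCl buffer, pH 7.5; Reagent: 5 mM T5PNP; Dosing: 12.8 µM single point, 1% DMSO; Incubation: reaction 2 h, 37 °C; Detection: p-Nitrophenol epi absorbance; Read-out: % inhibition relative to enzyme-containing and enzyme-free wells; Replicates: single well per compound.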
# ADAM10 inh: human ADAM10 inhibitors, primary screen, biochemical, QFRET, HTS; Disintegrin and metalloproteinase domain-containing protein 10 (Homo sapiens), O14672; inhibition, % at 7 µM; 0.62% of 370,000 active; recombinant ADAM10, EDANS/DABCYL FRET peptide cleavage, 3 h;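 active = inhibition above a per-campaign cutoff equal to the mean of compounds falling between control-based bounds plus 3 SD, cut at about 20% in these data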;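 also: 0% = DMSO wells while the 100% control is not disclosed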
# PLCg1 inh: PLC-gamma1 enzyme inhibitors, primary screen, biochemical, fluorescence, purified enzyme; 0.84% of 370,000 active; fluorogenic substrate; inhibition, % at 12.2 µM; 1-phosphatidylinositol 4,5-bisphosphate phosphodiesterase gamma-1 (Homo sapiens), P19174; AID 720700, 2013; in the data active = inhibition above about 9.5%
# Tn7 DDE FP: inhibitors of Tn7 peptide binding to fibrin DD(E), primary screen, biochemical, fluorescence polarization, human fibrin, Tn7 probe; FP displacement of FITC-Tn7 peptide from fibrin DD(E); 0% = median of compound wells per plate; inhibition, % at 8.3 µM; 0.13% of 370,000 active;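 active = inhibition above the mean of compounds falling within the control limits plus 3 SD of them, cut at about 14% in these data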;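 also: 0% = plate median of compound wells and 100% = 10 µM Aha-Tn7 peptide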
#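 System: human fibrin DD(E); quantity: Fibrin-DD(E) at 2 µM final; also added: fluorescent Tn7 probe at 0.1 µM; compound dosing: single nominal test concentration of 8.3 µM per compound; schedule: 10 min preincubation, 3 h with tracer, room temperature; detection: fluorescence polarization of the labelled Tn7 tracer; repeats: one replicate per compound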
# * hit, by the source's call; i = inactive; . = no result given. Outcome played no part in choosing rows. About 4.2% of those tested had a hit in this group.
SMILES,ARFGAP1 inh,KLK7 zymogen act,ADAM17 inh,DDE Tn6 FP inh,LEDGF integ inh,ASAP1 inh,TDP2 absorb,ADAM10 inh,PLCg1 inh,Tn7 DDE FP
CCOC(=O)/C(=N\Nc1ncnc2ccccc12)c1ccc(OC)cc1,-3,-4.2,-2,2,-3,-1,-1,5,-62,-5
Oc1ccc(/C=N/NC(=S)N2CCOCC2)cc1,14,-0.8,-4,6,-5,-2,0,-8,-1,4
CCOC(=O)c1sc(NC(=O)CN(CC)CC)c(C(=O)OCC)c1C,-7,-0.3,-3,4,1,6,7,-7,1,-2
Nc1cccnc1S(=O)(=O)c1cccc(C(F)(F)F)c1,-4,-0.4,-4,6,-2,5,-1,-6,-11,2
CC(=O)Nc1sc2c(c1C(c1ccccn1)N1CCCC1)CCCC2 (configuration not stated),-8,-1.1,-1,2,1,-10,-4,-1,-2,0
O=C(OCC(=O)N1CCCCCC1)c1cccnc1Cl,20,0.3,-2,-4,-3,4,2,-18,2,2
Cc1ccc(C)c(NC(=O)C2CCN(S(=O)(=O)c3ccc4c(c3)NC(=O)CO4)CC2)c1,0,0.0,3,-1,-4,-4,-8,-4,0,3
O=C1NCCCc2c1oc1cc(Br)c(O)c(Br)c21,-8,1.1,-3,-5,-3,14,0,-12,-68,2
CCOC(=O)Nc1sc(C(=O)N(C)C)c(C)c1C(=O)OCC,7,0.2,8,4,2,6,-25,3,0,1
CC(OC(=O)c1ccc(Cl)cc1)C(=O)NCc1ccc2c(c1)OCO2 (configuration not stated),8,1.0,-2,-8,-2,0,1,-3,0,-10
Cc1cc(C(=O)OCC(=O)Nc2cccc(S(=O)(=O)N(C)C)c2)c2ccccc2n1,-1,-0.3,0,-1,1,2,-2,0,-1,-5
COC(=O)Nc1nc(-c2ccccc2)c(C(=O)c2ccccc2)s1,-8,0.2,-2,-4,0,-5,4,7,-5,3
COCCCNC(=S)NNC(=O)c1cc(Cl)c(O)c(Cl)c1,2,0.3,0,0,-1,0,-3,-2,1,-4
S=c1[nH]nc(COc2ccccc2)n1/N=C/c1c(Cl)cccc1Cl,-2,-0.5,2,0,-4,-16,-7,6,-1,-2
C[n+]1cccc(/C=N/Nc2nc(Cl)c(C#N)c(Cl)c2Cl)c1,-6,-1.0,-4,0,-4,-1,-3,5,-28,8

# Part of the list above in a different format:
mol | ARFGAP1 inh | KLK7 zymogen act | ADAM17 inh | DDE Tn6 FP inh | LEDGF integ inh | ASAP1 inh | TDP2 absorb | ADAM10 inh | PLCg1 inh | Tn7 DDE FP
Cc1ccc(C)c(NC(=O)C2CCN(S(=O)(=O)c3ccc4c(c3)NC(=O)CO4)CC2)c1 | 0 | 0.0 | 3 | -1 | -4 | -4 | -8 | -4 | 0 | 3
O=C1NCCCc2c1oc1cc(Br)c(O)c(Br)c21 | -8 | 1.1 | -3 | -5 | -3 | 14 | 0 | -12 | -68 | 2
CCOC(=O)Nc1sc(C(=O)N(C)C)c(C)c1C(=O)OCC | 7 | 0.2 | 8 | 4 | 2 | 6 | -25 | 3 | 0 | 1
CC(OC(=O)c1ccc(Cl)cc1)C(=O)NCc1ccc2c(c1)OCO2 (configuration not stated) | 8 | 1.0 | -2 | -8 | -2 | 0 | 1 | -3 | 0 | -10
Cc1cc(C(=O)OCC(=O)Nc2cccc(S(=O)(=O)N(C)C)c2)c2ccccc2n1 | -1 | -0.3 | 0 | -1 | 1 | 2 | -2 | 0 | -1 | -5
COC(=O)Nc1nc(-c2ccccc2)c(C(=O)c2ccccc2)s1 | -8 | 0.2 | -2 | -4 | 0 | -5 | 4 | 7 | -5 | 3
COCCCNC(=S)NNC(=O)c1cc(Cl)c(O)c(Cl)c1 | 2 | 0.3 | 0 | 0 | -1 | 0 | -3 | -2 | 1 | -4
S=c1[nH]nc(COc2ccccc2)n1/N=C/c1c(Cl)cccc1Cl | -2 | -0.5 | 2 | 0 | -4 | -16 | -7 | 6 | -1 | -2

# (list continues)
SMILES,ARFGAP1 inh,KLK7 zymogen act,ADAM17 inh,DDE Tn6 FP inh,LEDGF integ inh,ASAP1 inh,TDP2 absorb,ADAM10 inh,PLCg1 inh,Tn7 DDE FP
CCOc1ccc(NC(=O)C(NC(=O)C2CCC(C)CC2)C(C)C)cc1 (configuration not stated),-2,-0.1,-7,6,2,1,3,-10,-1,-8
O=C(C1=C[C@@H](c2coc3ccccc3c2=O)C[C@@H](OCCCCO)O1)N1CCN(Cc2ccc3c(c2)OCO3)CC1,4,1.1,-3,4,0,5,5,5,1,-3
C=CCOC(=O)C1C(=O)CC(C)(O)C(C(=O)OCC=C)C1c1ccc(OCC)cc1 (configuration not stated),5,0.6,-3,0,-3,10,-9,3,-2,2
COc1ccc(C2C(=O)NN=C2C)cc1 (configuration not stated),-13,0.3,3,8,1,-4,5,8,0,1
CCOc1ccc(OCC)c(NC(=O)c2ccc(CNc3c(N4CCCC4)c(=O)c3=O)cc2)c1,-3,0.1,-4,8,-3,-6,11,0,0,6
C(#Cc1ccccc1)C[N+]1(CC#Cc2cccc3ccccc23)CCOCC1,-12,0.1,-5,0,-1,-6,0,-8,-2,2
COc1ccc(N2C(=O)CC(N3CCN(Cc4ccc5c(c4)OCO5)CC3)C2=O)cc1 (configuration not stated),-4,53*,-5,-9,-3,5,4,-8,0,4
Cc1ccc(N2CCN(C(=O)C(=O)c3ccc(F)c(F)c3)CC2)cc1,-9,-0.3,-5,2,-2,-1,-10,-16,4,0
Cc1cccc(Nc2nc(N)c([N+](=O)[O-])c(N3CC(C)OC(C)C3)n2)c1 (configuration not stated),-1,0.0,-1,-11,-3,4,-16,-1,6,-3
COC(=O)[C@H]1C[C@@]2(N3CCCCC3)c3ccccc3N[C@H]2N1S(=O)(=O)c1ccc(C)cc1,.,0.1,-7,1,-3,.,7,-8,2,6
CCC1CCCCN1Cc1nc2c(c(=O)n(C)c(=O)n2C)n1CCCc1ccccc1 (configuration not stated),-4,-0.3,4,3,-3,-1,-7,-9,-2,3
N#Cc1ccc(C(=O)NNC(=O)c2cccc(S(=O)(=O)N3CCOCC3)c2)cc1,2,-0.3,-1,3,3,-10,3,-6,-1,-2
O=C(NCCc1cccc(Cl)c1)c1ccc(OC2CCN(Cc3ccccn3)CC2)cc1,5,0.4,1,0,2,-9,7,-4,-1,1
Cc1ccn(-c2ccc(NC(=O)c3cccs3)cc2)n1,-1,0.2,-2,2,-3,6,10,2,-3,2
CN(C(=O)c1ccno1)c1nnc(-c2cnccn2)s1,10,0.3,-9,2,-4,11,0,-30,-123,4
Cc1ccc(C(=O)OCC(=O)c2ccc(S(=O)(=O)N3CCCCC3)cc2)o1,-10,-0.3,1,8,-2,-6,-1,1,-1,-1
O=C1NC(=Nc2ccccc2Cl)S/C1=C\c1ccc(C(=O)O)cc1,2,0.8,0,-4,2,-17,1,-4,1,-4
CC1=Nn2c(nnc2-c2ccco2)SC1,4,-0.7,-5,3,1,-5,14,-8,-1,-2
CCS(=O)(=O)c1ccc(O)c(NC(=O)NC2CCCCC2)c1,4,-0.1,-2,-1,-1,10,-1,8,2,-5
CN1CCC(=NNC(=O)c2ccc(N(Cc3ccccc3Cl)S(C)(=O)=O)cc2)CC1,-5,0.5,-2,-5,-3,13,5,7,-4,4
O=C1CC(N2CCSCC2)C(=O)N1c1cccc(Cl)c1 (configuration not stated),1,0.1,-1,5,-2,4,2,-6,-3,0
CCCCCCCCN1C(=O)[C@@H](CC(=O)NCc2ccccc2)C[C@@]2(C(=O)OC)C1=C[C@H](COCc1ccccc1)O[C@@H]2C,.,0.3,1,5,-6,.,-6,2,-1,-3
O=C(CSc1nnc2c3c4c(sc3ncn12)CCCC4)NCc1ccco1,3,0.2,-7,0,2,1,12,-3,-3,-1
c1ccc(CCSc2ncnc3nc[nH]c23)cc1,-2,-0.1,1,5,2,-1,0,2,6,-3
O=C(Nc1cccc(-c2cn3cccnc3n2)c1)c1cccs1,11,7.8,i,0,1,-2,9,i,i,-1
CCOC(=O)C(C)(C)Sc1nc2c(cnn2-c2ccc(F)cc2)c(=O)[nH]1,11,0.8,-4,7,-2,2,6,-6,2,5
O=C(Cc1ccccc1)NNC(=O)c1ccc(NC(=O)c2ccccc2)cc1,-16,0.8,-6,-4,1,1,4,-17,2,1
COCCn1c(SCC(=O)Nc2ccccc2F)nc2c([nH]c3ccccc32)c1=O,5,-1.5,-5,1,-2,14,14,-14,-1,1
O=C(c1ccc(Cl)cc1)c1nnc(-c2ccncc2)o1,4,-0.3,-2,2,0,-7,10,-9,2,-1
Cc1ccc(S(=O)(=O)c2nc(-c3cccs3)oc2NCc2cccnc2)cc1,-4,0.2,-5,-3,0,13,-10,-19,-40,4
O=C(NC(=S)Nc1ccccc1N1CCOCC1)c1ccc(-c2cc(Cl)ccc2Cl)o1,-2,-0.4,0,-2,0,-9,7,5,0,5
O=C(COC(=O)c1cccnc1SCC(=O)NCc1ccccc1)NCc1ccccc1,16,-0.7,-5,2,-1,5,-7,-6,-3,-7
Cc1ccccc1C(=O)Nc1ccccc1-n1cccc1,1,0.2,-5,2,0,-5,4,-6,-1,-2
CN(Cc1ccccc1)S(=O)(=O)c1ccc(Cl)c(C(=O)N2CCOCC2)c1,8,0.0,-4,-5,4,6,3,-3,0,-2
O=C(NCC1CCOCC1)c1cc(COc2ccc(F)cc2F)on1,-5,0.6,-1,-3,-2,-6,0,4,1,4
Cc1ccc(Cn2c(C)c(C(=O)NCc3ccccc3C(F)(F)F)sc2=O)cc1,8,0.2,7,1,-2,-8,-9,10,0,-1
